HSF1 inh: HSF1 inhibition; NIH3T3-HGL HSE-luciferase, MG132-induced, luminescence 8 h; hits give low values; activity change, negative = inhibition, % at 7.5 µM (by protocol); 0.77% of 300,000 active;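 active = more than half of replicate wells show activity change below -50%, luminescence cut by over half; inconclusive = some wells, but at most half, below -50%; inactive = no replicate well below -50%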;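 note: luciferase reports HSF-1 transcriptional activity via heat shock element; 0% = median of DMSO wells and -100% = zero luminescence signal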
Platelet DG rel: platelet dense granule release activity; human platelet-rich plasma, SFLLRN dense granule ATP release, luminescence; inhibition, %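 (compounds screened at 7.5 µM in platelet-rich plasma)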; 0.22% of 300,000 active; AID 1663;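 active = mean replicate score, as percent of positive control, at or above 50; inconclusive = mean below 50 but at least one replicate at or above 50; inactive = mean and every replicate below 50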
Dyrk1A ADPGlo: blocks rat Dyrk1A kinase activity; Q63470; ADP-Glo luminescence, NFATc1 peptide; inhibition, % at 12.5 µM; 0.43% of 310,000 active; in the data active = inhibition above about 50%;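 note: plate controls were vehicle with enzyme for no effect and no enzyme for full effect; many of its hits are not listed in these tables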
HSP90 refold inh: HSP90 refolding inhibition in rabbit reticulocyte lysate; inhibition, % at 5.6 µM; luciferase refolding luminescence, 3 h; 0.91% of 290,000 active;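 active = inhibition above the screen-wide mean plus 3 SD, computed separately per campaign, cut at about 16% in these data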;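 note: 0% = DMSO wells and 100% = 60 µM geldanamycin wells; inhibitors lower the luminescence because luciferase stays unfolded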
aSyn 5UTR inh: 5' untranslated region of α-synuclein, MLPCN primary screen | alpha-synuclein 5'UTR reporter, inhibitor activity | inhibition, % (tested at 7.5 µM) | 0.82% of 300,000 active; in the data active = inhibition above about 60%; inconclusive = no clear call, values can overlap the other calls;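 note: H4 neuroglioblastoma cells stably carrying SNCA 5'UTR luciferase fusion; 0% = DMSO wells and 100% = positive control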
GSK3A inh: blocks human GSK-3 alpha kinase; P49840; ADP-Glo luminescence, 60 min; inhibition, % at 10 µM; 0.1% of 320,000 active; AID 2650;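 in the data active = inhibition above about 50%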;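 note: GST-tagged GSK-3 alpha with peptide substrate and 25 µM ATP; 0% = DMSO neutral wells and 100% = GW8510 positive control wells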
Target sequence (P49840 whole entry, looked up): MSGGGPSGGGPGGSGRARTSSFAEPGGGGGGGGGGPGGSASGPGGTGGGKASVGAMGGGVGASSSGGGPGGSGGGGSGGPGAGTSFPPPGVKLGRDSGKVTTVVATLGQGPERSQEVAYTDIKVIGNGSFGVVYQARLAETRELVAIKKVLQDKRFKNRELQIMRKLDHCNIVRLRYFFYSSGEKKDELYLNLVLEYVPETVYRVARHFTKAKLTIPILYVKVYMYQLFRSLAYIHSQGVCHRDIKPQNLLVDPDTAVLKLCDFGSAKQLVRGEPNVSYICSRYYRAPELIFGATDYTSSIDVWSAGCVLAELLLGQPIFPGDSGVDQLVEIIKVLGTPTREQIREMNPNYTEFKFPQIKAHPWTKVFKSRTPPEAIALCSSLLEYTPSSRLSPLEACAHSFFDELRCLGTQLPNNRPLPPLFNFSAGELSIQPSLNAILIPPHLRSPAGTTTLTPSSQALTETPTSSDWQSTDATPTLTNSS
KLF5 inh: suppresses KLF5 promoter-driven expression. DLD-1 KLF5 promoter-luciferase reporter, luminescence. inhibition, % at 5 µM. 0.23% of 290,000 active;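 active = inhibition above a per-plate limit of that plate's mean compound inhibition plus 3 SD, cut at about 60% in these data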;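 note: 0% = DMSO wells and 100% = LY294002 at 200 µM; higher means less KLF5 promoter-driven luciferase light; inactives centre near -14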
GSK3B inh: inhibitors of human GSK3beta kinase; P49841; GST-GSK3beta kinase, ADP-Glo luminescence, 60 min; hits give low values; activity score (negative = inhibition), % at 10 µM; 0.038% of 300,000 active;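 active = more than half of replicate wells score below -50%, meaning over 50% inhibition versus plate controls; inconclusive = some replicates but at most half score below -50%; inactive = no replicate scores below -50%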;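 note: 0% = median DMSO wells and -100% = median GW8510 positive control wells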
Target sequence (P49841 whole entry, looked up): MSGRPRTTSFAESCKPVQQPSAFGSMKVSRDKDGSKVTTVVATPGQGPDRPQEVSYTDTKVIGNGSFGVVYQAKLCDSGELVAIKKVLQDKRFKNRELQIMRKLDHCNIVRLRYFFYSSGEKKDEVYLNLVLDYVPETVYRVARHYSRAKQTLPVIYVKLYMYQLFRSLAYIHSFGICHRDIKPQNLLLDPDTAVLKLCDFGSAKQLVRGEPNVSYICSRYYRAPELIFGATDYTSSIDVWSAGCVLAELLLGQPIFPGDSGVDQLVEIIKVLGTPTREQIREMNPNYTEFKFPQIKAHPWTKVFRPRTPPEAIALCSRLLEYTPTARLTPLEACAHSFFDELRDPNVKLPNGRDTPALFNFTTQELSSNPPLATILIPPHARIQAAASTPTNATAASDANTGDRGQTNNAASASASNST
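Test system: GST-fused GSK3beta enzyme, cell-free | Quantity: 1.6 ng GST-GSK3beta enzyme per well | Reagent: 25 µM ATP with peptide substrate | Schedule: 60 min enzyme reaction, room temperature | Signal: Luminescent ADP-Glo measurement of ADP formed | Read-out basis: Score relative to plate controls | Control set: DMSO and 20 µM GW8510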
HSF1 activator: increases HSF-1 driven luciferase reporter signal. AID 504408. 1.7% of 300,000 active. NIH3T3-HGL HSF-1 luciferase reporter, MG132, 8 h; 100% = twice DMSO control signal. activation, % at 9 µM;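 active = mean replicate activation of at least 50% with a set share of replicates each reaching 50%; inconclusive = only one of those two conditions met; inactive = mean below 50% and too few replicates reaching it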;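 note: 0% = median of the neutral control wells and 100% = twice that signal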
IEC-6 cytotox: kills IEC-6 intestinal cells in KLF5 counter-screen | IEC-6 cytotoxicity, luminescence viability | inhibition, % at 5 µM | 0.78% of 290,000 active; in the data active = inhibition above about 22%;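 note: 0% = plate median of test compound wells and 100% = cytotoxic reference compound wells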
An asterisk follows results filed as active; ? = inconclusive; . = not tested or not shown. A portion of the library (hit frequency here may not be typical).

The line under a structure holds: HSF1 activator	aSyn 5UTR inh	IEC-6 cytotox	KLF5 inh	Dyrk1A ADPGlo	Platelet DG rel	HSF1 inh	GSK3A inh	GSK3B inh	HSP90 refold inh
- Cc1onc(-c2ccccc2)c1C(=O)N(Cc1ccccn1)Cc1ccccn1
→ -3	-4	-3	-9	9	2	2	-3	3	1
- COc1cccc(CNC(=O)CCC2CCCN(C(=O)c3cscn3)C2)c1 (centres undefined)
→ .	-10	2	-17	-5	-2	.	-1	2	-1
- CCc1nn2c(N(C)CCO)cc(C)nc2c1-c1ccc(F)cc1
→ 8	27	2	-26	.	27	-5	-1	0	2
- COc1ccc(NC(=O)c2cc(-c3ccccc3)nc3c2c(C)nn3-c2ccccc2)c(OC)c1
→ -14	26	3	-32	3	-1	-12	0	-3	-2
- Clc1cccc(OCCn2cncn2)c1Cl
→ .	.	-1	-19	-2	.	.	1	.	-3
- COc1ccc(C(=O)NCc2ccc(-c3nc4ccccc4s3)cc2)cc1
→ 60*	-53	2	-57	-10	-20	24	3	-2	0
- CCOc1ccnc(OCC)c1Br
→ -4	16	2	6	-1	17	-4	1	1	6
- N/C(=N\OC(=O)Cc1ccccc1[N+](=O)[O-])c1cccnc1
→ -63	-2	-1	-35	0	-5	?	-1	0	-1
- CC[n+]1c(/C=C(\C)OC)sc2ccccc21
→ .	.	1	-13	-4	.	.	.	.	-1
- COCc1c(Br)c(C)nc(OCC(=O)N/N=C/c2ccco2)c1C#N
→ -6	4	4	8	4	-1	-2	-3	0	-2
- COc1ccc(Nc2cc(C)nc(N3CCOCC3)n2)cc1
→ .	.	-2	-32	2	.	.	-2	.	2
- CCCC(C)C(=O)Nc1ccc(Cl)cn1 (centres undefined)
→ 7	-18	9	-2	-5	-5	-3	-17	-1	7
- COc1cc(C(=O)O)ccc1OCc1ccncc1
→ 9	2	-4	-9	-2	0	0	2	0	6
- N=c1n(CCO)c2ccccc2n1CCOc1ccc(Cl)cc1Cl
→ 10	19	2	-12	18	-5	-5	4	0	1
- CO/N=C(\N)c1nonc1N
→ -4	13	4	10	.	3	-8	-3	6	11
- COc1ccc(C(=O)N2CCN(c3ccccc3)CC2)cc1S(=O)(=O)N1CCOCC1
→ 1	-15	-15	-18	-7	2	-4	-1	-2	-6
- C=C(C)C1CC=C(C)/C(=N/NC(=O)c2ccc(NC(=O)CC)cc2)C1 (centres undefined)
→ -5	3	10	-18	4	-6	-10	1	-1	-1
- CCOC(=O)CSC1=C(C#N)C(c2ccc(C)s2)CC(=O)N1 (centres undefined)
→ -23	41	75*	53	3	0	-3	1	1	-2
- CCOC(=O)C1=C(C)OC(N)=C(C#N)C1c1cccc(C)c1 (centres undefined)
→ 13	9	2	-8	12	-4	14	3	0	-5
- Cc1cccn2cc(-c3cccc(S(=O)(=O)N4CC(C)OC(C)C4)c3)nc12 (centres undefined)
→ 4	0	-9	-3	2	-2	7	-2	0	-5
- COc1ccc(OCC(O)CNCCNc2nccc(C(F)(F)F)n2)cc1 (centres undefined)
→ 7	-10	-1	-7	4	5	1	-1	-2	0
- CCCNC(=S)Nc1ccc(Br)cc1
→ 4	-36	5	-34	1	13	2	0	0	-1
- CSc1ccc(CN(C)C(=O)c2cc(S(=O)(=O)NCc3ccccc3)ccc2C)cc1
→ -12	12	.	.	-2	17	7	-3	2	.
- CCN(c1ccccc1)S(=O)(=O)c1ccc(Cl)c(C(=O)O)c1
→ -8	9	-2	-23	-4	5	-1	-4	6	0
- CC(C)(C)NC(=O)c1cccc(NC(=O)c2ccc(NC(=O)c3ccco3)cc2)c1
→ 0	-45	2	-20	6	3	1	2	2	4
- Cc1ccccc1C(=O)OCC(=O)N(C)c1ccccc1
→ 13	-29	-2	-11	-5	2	0	2	1	3
- CC1=CC(C)(C)N2C(=O)C3(C(C#N)=C(N)OC4=C3C(=O)CC(C)(C)C4)c3cccc1c32 (centres undefined)
→ 10	5	-2	-36	.	-1	-2	.	-3	3
- COC(=O)c1c(NC(=O)c2c(Cl)cnn2C)sc(C)c1C
→ 6	-8	-3	-33	3	0	-4	2	-1	-1
- COc1cccc(C(C(=O)NC2CCCC2)N(C(=O)c2ccco2)c2ccc(C(C)=O)cc2)c1OC (centres undefined)
→ -4	-34	3	-9	-7	-11	-1	2	3	1
- Cc1cc(C(=O)NCc2ccc(F)cc2)n(-c2ccccc2)n1
→ 17	26	2	2	12	0	1	-1	-13	4
- NC1=NC2CS(=O)(=O)CC2S1 (centres undefined)
→ -6	11	0	0	-4	9	-9	-1	-2	1
- Cn1c(=O)c2[nH]c(C3CCCC3)nc2n(C)c1=O
→ -15	-30	.	.	7	1	-20	13	-7	.
- Cn1c(Cc2ccccc2)nnc1SCC(=O)NC1CC1
→ 1	2	-1	-21	-6	-2	-9	1	2	-4
- CC(C)Cc1nnc(NC(=O)CCC(=O)N2CCCCC2)s1
→ 7	34	0	-17	3	8	0	0	11	-3
- CC1CCCN(CCCNC(=O)CN2C(=O)CSc3ccc(S(=O)(=O)N4CCOCC4)cc32)C1 (centres undefined)
→ -4	-11	5	-31	-7	-7	-1	-3	-1	-3
- O=C(CCN1C(=O)/C(=C\c2ccccc2)SC1=S)NNC(=O)c1ccncc1
→ 16	1	0	-11	.	9	0	-2	-2	5
- CC(=O)c1ccc(S(=O)(=O)N2CCC(c3nnc(SCCN4CCCC4)n3C)CC2)cc1
→ 30	-19	1	-15	-1	-7	1	-2	-4	0
- CC(C)CN(C(=O)/C=C/c1nc2ccccc2s1)C1CCS(=O)(=O)C1 (centres undefined)
→ 8	22	.	.	11	15	1	-1	0	.
- Cc1nc2sc(C(=O)c3ccccc3)c(N)c2c(C)c1C
→ -4	-68	3	-23	-3	-123	0	-1	-1	2
- Cc1ccccc1C(=O)NC1CC2CCCC(C1)N2Cc1ccc(Cl)cc1 (centres undefined)
→ -5	-3	7	-19	.	-4	2	0	2	1
- Cc1ccc(S(=O)(=O)N2CCN(CCNC(=O)C(=O)Nc3ccc(F)cc3)CC2)cc1
→ -1	19	-3	-2	-6	-4	2	-1	0	-3
- CCCNC(=O)c1oc2ccc3c(c2c1C)C=CC(C)(C)O3
→ 28	-90	-12	-79	1	-5	19	-2	0	-5
- CC(C)C(=O)Nc1nnc(S(=O)(=O)N(C)c2ccc(Cl)cc2)s1
→ -4	-7	-2	-26	-3	3	-1	2	0	1
- COc1ccc(C2CC(c3ccccc3)=NN2c2ccccc2)c(C(=O)O)c1OC (centres undefined)
→ 4	0	-2	-8	-1	-10	-4	-3	7	0
- CCN(CC)CCCN(C(=O)c1cccc(C)c1)c1nc(-c2ccc(OC)cc2)cs1
→ -28	12	1	-4	3	1	-24	-4	-2	1
- CC(=O)Nc1cccc(NC(=O)c2csc(C)c2)c1
→ 0	-23	-1	-22	-8	11	-4	0	3	1
- Cc1ccc(C)c(S(=O)(=O)N2CCCOC2CNC(=O)C(=O)NCc2ccncc2)c1 (centres undefined)
→ 9	-18	2	-1	18	9	-2	.	-1	2
- O=C(O)CC(NNC(=O)c1ccccc1)C(=O)Nc1ccc([N+](=O)[O-])cc1 (centres undefined)
→ -5	-6	-1	3	1	6	1	-2	2	4

Exported with tabs: entries from further up.
molecule	HSF1 activator	aSyn 5UTR inh	IEC-6 cytotox	KLF5 inh	Dyrk1A ADPGlo	Platelet DG rel	HSF1 inh	GSK3A inh	GSK3B inh	HSP90 refold inh
CC(C)Cc1nnc(NC(=O)CCC(=O)N2CCCCC2)s1	7	34	0	-17	3	8	0	0	11	-3
CC1CCCN(CCCNC(=O)CN2C(=O)CSc3ccc(S(=O)(=O)N4CCOCC4)cc32)C1 (centres undefined)	-4	-11	5	-31	-7	-7	-1	-3	-1	-3
O=C(CCN1C(=O)/C(=C\c2ccccc2)SC1=S)NNC(=O)c1ccncc1	16	1	0	-11	.	9	0	-2	-2	5
CC(=O)c1ccc(S(=O)(=O)N2CCC(c3nnc(SCCN4CCCC4)n3C)CC2)cc1	30	-19	1	-15	-1	-7	1	-2	-4	0
CC(C)CN(C(=O)/C=C/c1nc2ccccc2s1)C1CCS(=O)(=O)C1 (centres undefined)	8	22	.	.	11	15	1	-1	0	.
Cc1nc2sc(C(=O)c3ccccc3)c(N)c2c(C)c1C	-4	-68	3	-23	-3	-123	0	-1	-1	2
Cc1ccccc1C(=O)NC1CC2CCCC(C1)N2Cc1ccc(Cl)cc1 (centres undefined)	-5	-3	7	-19	.	-4	2	0	2	1
Cc1ccc(S(=O)(=O)N2CCN(CCNC(=O)C(=O)Nc3ccc(F)cc3)CC2)cc1	-1	19	-3	-2	-6	-4	2	-1	0	-3
CCCNC(=O)c1oc2ccc3c(c2c1C)C=CC(C)(C)O3	28	-90	-12	-79	1	-5	19	-2	0	-5
CC(C)C(=O)Nc1nnc(S(=O)(=O)N(C)c2ccc(Cl)cc2)s1	-4	-7	-2	-26	-3	3	-1	2	0	1
COc1ccc(C2CC(c3ccccc3)=NN2c2ccccc2)c(C(=O)O)c1OC (centres undefined)	4	0	-2	-8	-1	-10	-4	-3	7	0
CCN(CC)CCCN(C(=O)c1cccc(C)c1)c1nc(-c2ccc(OC)cc2)cs1	-28	12	1	-4	3	1	-24	-4	-2	1

From PubChem
